Screening results: PubChem BioAssay, several laboratories
M1 PAM parental: nonselective calcium activators in parental CHO-K1 cells, primary screen, counter-screen for M1 PAM project, cell-based, Fluo-8 calcium fluorescence, full deck, 1536-well; activation, % at 3 µM; actives 0.02% (n = 360,000); ATP EC20; 0% at ATP EC20, 100% at ATP max; AID 602247, 2012;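 active means activation above the run cutoff, the mean activation of all test compounds plus 3 SD, cut at about 40% in these data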;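 further: peak over basal fluorescence ratio in a 140 s read after ATP addition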
CRFBP-R2 block: antagonists of CRF-BP/CRF-R2 complex, primary screen, cell-based, HEK293, calcium dye fluorescence, uHTS; inhibition, % at 11.8 µM; CRF-induced calcium fluorescence; actives 0.59% (n = 350,000);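 active means inhibition of the ligand-induced calcium signal above about 50% at the single tested concentration, limit read from the data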
CHRM4 PAM: human M4 muscarinic receptor positive allosteric modulators, primary screen, CHO-K1 cells, Fluo-8 calcium fluorescence | actives 0.4% (n = 360,000) | CHO-K1 hM4/Gqi5, ACh EC20; 0% = ACh EC20, 100% = maximal ACh | activation, % at 3 µM | Muscarinic acetylcholine receptor M4 (Homo sapiens), P08173;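 active means activation above its plate's cutoff, the mean activation of sample wells plus 3 SD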; further: some results filed as inactive read as strong as hits
CHRM5 agonist: human M5 muscarinic receptor agonists, primary screen, CHO-K1 cells, Fluo-8 calcium fluorescence | AID 624037, 2012 | CHO-K1 hM5 cells; 0% DMSO wells, 100% maximal acetylcholine response | activation, % at 3 µM | Muscarinic acetylcholine receptor M5 (Homo sapiens), P08912 | actives 0.19% (n = 360,000);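 active means activation above the run's mean over test compounds plus 3 SD, cut at about 23% in these data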;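 further: signal is peak over basal fluorescence ratio across the kinetic read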
Target sequence (P08912 whole entry, looked up): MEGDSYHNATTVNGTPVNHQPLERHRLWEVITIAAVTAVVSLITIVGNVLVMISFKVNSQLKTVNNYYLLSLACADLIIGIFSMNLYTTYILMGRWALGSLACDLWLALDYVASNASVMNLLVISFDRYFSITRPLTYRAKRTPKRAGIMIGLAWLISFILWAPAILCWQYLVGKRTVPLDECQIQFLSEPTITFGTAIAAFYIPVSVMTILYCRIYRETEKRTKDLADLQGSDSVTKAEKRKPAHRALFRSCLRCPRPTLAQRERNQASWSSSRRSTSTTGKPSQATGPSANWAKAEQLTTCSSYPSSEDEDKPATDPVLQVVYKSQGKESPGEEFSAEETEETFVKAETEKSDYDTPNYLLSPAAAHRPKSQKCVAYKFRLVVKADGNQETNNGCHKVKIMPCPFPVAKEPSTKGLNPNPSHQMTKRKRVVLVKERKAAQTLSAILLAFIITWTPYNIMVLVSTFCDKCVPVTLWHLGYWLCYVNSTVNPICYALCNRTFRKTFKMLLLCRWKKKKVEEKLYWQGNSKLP
TAAR1 ag: human TAAR1 agonists, primary screen, Fluo-8 calcium fluorescence, CHO RD-HGA16 cells; vehicle wells 0%, saturating PEA agonist 100%; activation, % at 3 µM; actives 0.99% (n = 360,000);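 active means activation above the mean activation of all test compounds in the run plus 3 SD, cut at about 38% in these data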
Target sequence (Q96RJ0 whole entry, looked up): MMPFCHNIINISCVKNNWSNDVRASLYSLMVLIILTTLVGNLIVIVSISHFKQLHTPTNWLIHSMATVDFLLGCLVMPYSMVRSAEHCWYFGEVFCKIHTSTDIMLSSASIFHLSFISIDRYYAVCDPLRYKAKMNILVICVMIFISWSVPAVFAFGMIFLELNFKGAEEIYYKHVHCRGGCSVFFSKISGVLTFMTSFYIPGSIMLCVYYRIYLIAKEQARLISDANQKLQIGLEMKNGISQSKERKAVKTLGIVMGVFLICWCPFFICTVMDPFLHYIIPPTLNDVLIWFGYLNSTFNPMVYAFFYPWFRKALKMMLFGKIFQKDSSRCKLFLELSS
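Signal – calcium-sensitive Fluo-8 signal, excitation 470-495, emission 515-575 nm · System – RD-HGA16 (CHO) cells co-expressing Gα16 and hTAAR1 · Incubation – 17-24 h seeding, 75 min 37 °C dye, 30 min RT · Compound dosing – 3 µM single concentration · Repeats – no replicates (n 1)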
CHRM5 PAM: human M5 muscarinic receptor positive allosteric modulators, primary screen, CHO-K1 cells, Fluo-8 calcium fluorescence | Muscarinic acetylcholine receptor M5 (Homo sapiens), P08912 | CHO-K1 hM5, ACh EC20 PAM; 0% = ACh EC20, 100% = ACh EC100 | activation, % at 3 µM | actives 0.3% (n = 360,000) | AID 624038, 2012;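 active means activation above the run cutoff, the mean activation of all test compounds plus 3 SD, cut at about 18% in these data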
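System: CHO-K1 cell line with stable human muscarinic M5 receptor expression | Also added: EC20 acetylcholine as agonist stimulus | Compound: One concentration, 3 µM final (nominal) | Timing: Fluo-8 loading 80 min at 37 °C plus 30 min room temperature | Measured by: Fluo-8 calcium dye fluorescence, kinetic read | Read-out basis: % activation, ACh-normalized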
CRFR2-BP ag: agonists of CRF-BP/CRF-R2 complex, primary screen, cell-based, HEK293, calcium dye fluorescence, uHTS. CRF-binding protein / CRF receptor 2 complex (human). calcium dye fluorescence (FLIPR); percent of saturating CRF peptide response. activation, % at 13.2 µM. actives 0.46% (n = 350,000);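 active means activation of at least 50%, plus an integration ratio under a set limit after plate pattern correction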;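 further: plate controls were neutral control wells without compound for no effect and CRF at EC100 for full effect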
M5 antag: human M5 muscarinic receptor antagonists, primary screen, CHO cells, Fluo-8 calcium fluorescence; AID 624040, 2012; CHO-hM5 cells, ACh EC80; actives 0.59% (n = 360,000); Muscarinic acetylcholine receptor M5 (Homo sapiens), P08912; inhibition, % at 3 µM;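 active means inhibition above a per-plate cutoff, the mean of that plate's test compounds plus 3 SD, cut at about 27% in these data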;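 further: 0% = acetylcholine EC80 with DMSO and 100% = DMSO without agonist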
TAAR1 antagonist: human TAAR1 antagonists, primary screen, Fluo-8 calcium fluorescence, CHO RD-HGA16 cells; Trace amine-associated receptor 1 (Homo sapiens), Q96RJ0; antagonist; inhibition, % at 3 µM; actives 1.5% (n = 360,000); AID 624466, 2012;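 active means inhibition above a per-plate cutoff, the mean inhibition of test compounds on that plate plus 3 SD, cut at about 49% in these data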;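 further: 0% = DMSO plus EC80 beta-PEA response and 100% = DMSO alone without agonist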
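Test system – hTAAR1-expressing CHO RD-HGA16 cells, Gα16-coupled · Also added – β-PEA at EC80 concentration, post-compound challenge · Compound – 3 µM, single point · Incubation – dye loading 75 min at 37 °C, then 30 min room temperature · Measured by – Fluo-8 intracellular calcium dye fluorescence, real-time kinetic reads · Benchmarks – vehicle and agonist controls · Replicates – singlicate, one well per test compound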
An asterisk follows results filed as active; . = not tested or not shown.

SMILES | M1 PAM parental | CRFBP-R2 block | CHRM4 PAM | CHRM5 agonist | TAAR1 ag | CHRM5 PAM | CRFR2-BP ag | M5 antag | TAAR1 antagonist
CC1(C)CC(=O)C(C(=S)Nc2ccccc2)=C(NCCN2CCOCC2)C1 | -6 | -4 | -4 | 1 | 6 | -1 | -0.3 | 7 | -9
COc1ccc(-c2nc(CS(=O)CC(=O)NCc3ccco3)c(C)o2)cc1 (stereo not given) | 11 | 19 | -6 | -2 | -1 | 3 | -0.2 | -3 | -13
O=C(CN1C(=O)NC2(CCCC2)C1=O)Nc1ccccc1C(F)(F)F | 8 | 8 | -4 | -2 | 2 | 0 | -0.9 | 2 | -1
COc1ccc(C2=NN(C(=O)CSc3cn(C)c4ccccc34)C(c3ccc(OC)cc3)C2)cc1 (stereo not given) | 13 | -34 | 2 | 0 | 1 | -8 | 2.0 | 3 | 21
Cc1ccc2oc(C(=O)N(Cc3ccc(N(C)C)cc3)C3CCS(=O)(=O)C3)c(C)c2c1 (stereo not given) | -10 | -31 | -4 | 1 | 4 | 2 | 3.2 | -5 | -6
Cc1nc(CSc2n[nH]c(=O)n2-c2ccccc2)cs1 | -3 | 2 | -16 | -2 | 3 | -8 | 0.9 | 13 | -7
COc1ccc(NC(=O)CSc2nnc(-c3cccs3)n2Cc2ccco2)cc1OC | 21 | 17 | 2 | 1 | 15 | -7 | -1.8 | 2 | 14
CCOc1ccc(CCN2C(=O)C(=O)N([C@@H](CC(C)C)CN3CCC[C@H]3CN3C(=O)C(=O)NC[C@@H]3Cc3ccccc3)C[C@@H]2CC(C)C)cc1 | 14 | . | 9 | -1 | -1 | 1 | . | -2 | -2
Cc1ccc(S(=O)(=O)NCCSc2ccccc2)cc1[N+](=O)[O-] | 15 | 5 | -5 | -3 | -2 | -6 | -1.6 | 7 | 11
CCn1nnc2cc(C(=O)N3CCC(C(=O)OC)CC3)ccc21 | 14 | 11 | 5 | 3 | 1 | -3 | -1.2 | 11 | -10
Cn1c2c(c(=O)n(C)c1=O)CN(Cc1ccc3c(c1)OCO3)CN2 | 11 | -13 | 1 | 2 | 5 | 1 | 4.0 | -4 | 2
O=c1c2cccnc2nc2n1CCCCC2 | 13 | -4 | 7 | -1 | 0 | 0 | -0.8 | 8 | 4
COc1cccc(CNS(=O)(=O)c2c(C(=O)N3CCCC3)c(C)n(C)c2C)c1 | 0 | -10 | 3 | -3 | 0 | -3 | 0.6 | 10 | -3
O=C(COC(=O)c1ccc(F)c(S(=O)(=O)N2CCOCC2)c1)NCc1ccc(F)cc1 | 8 | 2 | 9 | 2 | 4 | -9 | -2.3 | 18 | 7
COc1cc(/C(C)=N/NC(=O)Cc2c(C)[nH][nH]c2=O)ccc1O | 0 | 2 | 5 | 0 | 0 | 5 | 0.6 | -5 | -6
Cc1ccc(NC(=O)CN(C)C(=O)c2ccc(Cl)c(S(=O)(=O)NCc3ccco3)c2)cc1 | 12 | -27 | -5 | -2 | 2 | -6 | 43 | 14 | -15
Cc1ccc(S(=O)(=O)NCC(=O)NCc2cc(=O)n(C)c(=O)n2C)cc1 | 14 | 1 | 4 | -2 | 6 | -2 | 2.6 | -6 | -14
Cn1cc([N+](=O)[O-])c(C(=O)N/N=C/c2cc3c(cc2Br)OCO3)n1 | 2 | 28 | 5 | -2 | 1 | -1 | -0.3 | 6 | 1
Cc1cccc(-n2ncc(C#N)c2N)c1 | 13 | 1 | 6 | -3 | 0 | -3 | -2.8 | -3 | -13
COc1ccc(S(=O)(=O)N2CCCC(C(=O)NCCN3CCOCC3)C2)cc1C (stereo not given) | 2 | 17 | 0 | -2 | -1 | 5 | 0.6 | 3 | -11
Cc1ccc(C(=O)NC(NCC2CCCO2)C(Cl)(Cl)Cl)cc1 (stereo not given) | 24 | 2 | 0 | 1 | 1 | -2 | -1.6 | 3 | -6
CCc1n[nH]c(=S)n1/N=C/c1ccccn1 | 9 | 1 | 4 | 4 | 0 | -1 | -0.9 | -12 | -23
COc1ccc(Cl)cc1NC(=O)CN1CCC(n2nnc3cc(C)ccc32)CC1 | 8 | 0 | 0 | -6 | -2 | -1 | -0.1 | -4 | -8
CC(Sc1nc2ccccc2[nH]1)C(=O)Nc1ccccc1F (stereo not given) | 22 | -8 | -7 | -7 | 7 | -3 | -1.1 | 9 | -4
COc1cc2c(cc1OC)CN(C(=O)CSc1nnc(C)s1)CC2 | 10 | 15 | 1 | -2 | 3 | 6 | -0.7 | 0 | -25

3 structures out of the list, ordered by formula weight, falling:
SMILES | M1 PAM parental | CRFBP-R2 block | CHRM4 PAM | CHRM5 agonist | TAAR1 ag | CHRM5 PAM | CRFR2-BP ag | M5 antag | TAAR1 antagonist
Cc1ccc2oc(C(=O)N(Cc3ccc(N(C)C)cc3)C3CCS(=O)(=O)C3)c(C)c2c1 (stereo not given) | -10 | -31 | -4 | 1 | 4 | 2 | 3.2 | -5 | -6
COc1cccc(CNS(=O)(=O)c2c(C(=O)N3CCCC3)c(C)n(C)c2C)c1 | 0 | -10 | 3 | -3 | 0 | -3 | 0.6 | 10 | -3
Cc1cccc(-n2ncc(C#N)c2N)c1 | 13 | 1 | 6 | -3 | 0 | -3 | -2.8 | -3 | -13

The list goes on.
SMILES | M1 PAM parental | CRFBP-R2 block | CHRM4 PAM | CHRM5 agonist | TAAR1 ag | CHRM5 PAM | CRFR2-BP ag | M5 antag | TAAR1 antagonist
Cc1nnc2ccc(-c3cccc(NS(C)(=O)=O)c3)nn12 | -10 | -10 | 0 | -1 | 4 | -6 | -1.7 | 13 | -14
COc1cccc(C2=CC(=O)C[C@H](c3ccc4c(c3)OCO4)C2)c1 | 2 | 8 | -3 | -7 | . | -8 | 0.6 | 6 | .
COc1ccc(/C=C(\C#N)C(=O)NCCc2ccccc2)cc1OCc1ccccc1 | 1 | -43 | -4 | -1 | 5 | -1 | 4.3 | -2 | 24
CCOc1ccc(Cl)cc1-c1cc(C(=O)Nc2ccc(C(C)C)cc2)[nH]n1 | 4 | . | -3 | 1 | -1 | 0 | . | -4 | -36
CCc1nc(C)ccc1OCC(=O)O | 19 | -25 | 7 | 1 | 4 | 2 | -1.2 | 0 | -19
CCC1(C)SC(N)=NN1C(C)=O (stereo not given) | -6 | 2 | -1 | 3 | 9 | 1 | -0.3 | 3 | -4
C/C(O)=C(/C=Nc1ccccc1)C(=O)Nc1ccccc1 | 24 | -66 | -1 | -4 | -1 | -1 | 0.8 | -2 | 10
CCN(CC)C1CCN(C(=O)c2ccc3nc(Cc4ccc(OC)cc4)oc3c2)C1 (stereo not given) | -9 | -6 | 2 | -7 | 6 | 5 | -0.6 | 0 | -9
COc1ccc(NC(=S)N2CCN(C)CC2)cc1 | -10 | -6 | -1 | -2 | 0 | -6 | -0.9 | 9 | -21
CCOc1ccc(NC(=O)c2cccc(OC(=S)N3CCOCC3)c2)cc1 | 12 | -2 | 8 | 1 | 5 | -5 | 6.0 | -14 | 14
CC12CCC(=O)N1C(C(=O)N1CCN(c3ccc([N+](=O)[O-])cc3)CC1)CS2 (stereo not given) | 8 | 2 | 1 | 2 | 13 | -13 | 1.0 | 16 | 48
O=C(COC(=O)c1ccc(S(=O)(=O)N2CCOCC2)cc1)Nc1nc(-c2ccccc2)cs1 | 11 | -8 | 7 | -2 | 14 | -3 | 0.8 | -4 | 10
CC(C)NC(=O)N1Cc2cc(C(=O)NC3CCCC3)nc(-c3cccc(-c4cccnc4)c3)c2[C@H]1CCO | -2 | . | -4 | 8 | 11 | -11 | . | 7 | 38
O=C(CSc1ncn[nH]1)NCc1ccc2c(c1)OCO2 | 19 | -2 | 3 | -3 | 3 | 3 | -1.1 | 4 | 2
OCCNc1nc(Nc2ccc(O)cc2)nc2ccccc12 | 7 | 17 | -2 | -1 | 88* | 2 | -1.3 | 0 | 59*
O=S(=O)(c1ccccc1)N(Cc1ccc(Cl)cc1)c1ccncc1 | -8 | -1 | 2 | -3 | 2 | 2 | -0.8 | 7 | -7
O=C(c1cc(-c2ccc(Cl)s2)nc2ccccc12)N1CCCC1 | 21 | -28 | -4 | -1 | -1 | 4 | 0.0 | -3 | -28
O=C1NC2=C(C(=O)CCC2)C(c2ccccc2[N+](=O)[O-])N1 (stereo not given) | -2 | 2 | 7 | -2 | 1 | -6 | 1.8 | 15 | 2
COc1cnc(-c2ccccc2)nc1OC | 0 | -9 | 14 | -3 | 2 | 0 | -1.2 | 4 | 10
O=C(O)CCC(=O)Nc1ccccc1N1CCOCC1 | 16 | 8 | 5 | 0 | -2 | 2 | -0.6 | 1 | -21
COc1ccc([N+](=O)[O-])cc1NCc1ccccc1C | 11 | 48 | 1 | -4 | 8 | -3 | 1.4 | 7 | -5
CC(=O)Oc1ccccc1Cn1c(C)c(C(=O)NCc2cccc([N+](=O)[O-])c2)sc1=O | -3 | . | -12 | 4 | 4 | -15 | . | 14 | 5
Cc1cc(C(=O)CN2C(=O)NC3(CCCCC3)C2=O)c(C)n1-c1ccc2c(c1)OCO2 | 8 | 38 | 0 | -5 | 2 | 1 | -1.4 | -3 | -12
Cc1ccc(Cn2c(C(CO)Nc3nc(-c4ccc(Cl)c([N+](=O)[O-])c4)cs3)nc3ccccc32)cc1 (stereo not given) | 10 | 0 | 14 | 6 | 2 | 6 | -0.8 | -3 | -32
CCC(CC)NC(=O)c1oc2ccccc2c1COc1ccccc1 | 22 | 8 | -10 | -5 | 1 | -6 | -4.4 | -6 | -27
Following part:
SMILES | M1 PAM parental | CRFBP-R2 block | CHRM4 PAM | CHRM5 agonist | TAAR1 ag | CHRM5 PAM | CRFR2-BP ag | M5 antag | TAAR1 antagonist
COCCNC(=O)C1(C)CCCN(C(=O)COc2ccccc2)C1 (stereo not given) | -5 | . | 2 | 1 | 0 | -2 | . | 1 | 5
O=C(c1cccc(S(=O)(=O)N2CCCCC2)c1)N1CCOCC1 | 25 | 3 | 15 | -3 | 6 | 0 | -0.6 | -1 | 4
O=C(NCc1ccccc1)N1CCC(c2nc3ccccc3[nH]2)CC1 | -2 | 2 | 4 | 0 | 1 | -6 | -2.4 | 3 | 13
Cc1occc1-c1nnc(SCC(=O)Nc2nccs2)n1CCc1ccccc1 | . | 20 | . | . | 17 | . | -1.5 | . | 12
C=CCc1cc(Cl)ccc1OCCNCCOC | -4 | -24 | 1 | -9 | 3 | 0 | 0.4 | -3 | -9
COc1ccccc1NS(=O)(=O)c1ccc(C(=O)NCC(c2ccc(F)cc2)N2CCOCC2)cc1 (stereo not given) | 13 | 0 | 1 | 4 | 6 | 1 | 1.2 | -4 | -2
